Assay outcomes: PubChem BioAssay, several laboratories
NPY2 pot ag – human NPY-Y2 potentiation or agonism, primary screen. activation, % at 3.6 µM. 220,000 tested, 0.45% active. AID 1359. P49146. cells expressing NPY-Y2, potentiator/agonist read-out; in the data active = activation above about 27%;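 note: cells stimulated with NPY near EC25 plus isoproterenol at EC100; 0% = vehicle plus submaximal agonist and 100% = vehicle plus saturating agonist; some results beyond the cut were filed as inactive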
Target sequence (P49146 whole entry, looked up): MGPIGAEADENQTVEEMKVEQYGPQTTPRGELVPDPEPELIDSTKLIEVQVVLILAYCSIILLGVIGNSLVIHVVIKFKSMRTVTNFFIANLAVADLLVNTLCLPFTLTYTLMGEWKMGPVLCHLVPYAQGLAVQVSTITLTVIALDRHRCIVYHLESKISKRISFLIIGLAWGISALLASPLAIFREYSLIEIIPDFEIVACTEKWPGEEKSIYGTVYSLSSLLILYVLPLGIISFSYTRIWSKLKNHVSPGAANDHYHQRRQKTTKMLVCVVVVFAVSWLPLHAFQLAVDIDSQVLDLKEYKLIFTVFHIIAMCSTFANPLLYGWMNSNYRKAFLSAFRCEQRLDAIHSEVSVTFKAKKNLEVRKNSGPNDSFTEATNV
S1P4 antag – antagonists of human S1P4 receptor. inhibition, % at 4.98 µM. S1P4-expressing cells, antagonist mode, reporter read-out. 220,000 tested, 0.26% active. O95977. AID 1510; in the data active = inhibition above about 29%;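 note: 0% = wells stimulated with agonist and 100% = vehicle wells without agonist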
NPY-Y1 PAM-ag – human NPY-Y1 potentiation or agonism, primary screen | activation, % at 3.6 µM | 220,000 tested, 0.37% active | NPY-Y1 expressing cells, potentiator/agonist activation | P25929; in the data active = activation above about 33%, passing the limit was not always enough;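 note: cells stimulated with NPY at EC10 then isoproterenol at EC100; 0% = low agonist plus stimulus and 100% = saturating agonist plus stimulus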
p97 inhibitor – blocks human p97 ATPase activity; recombinant p97 ATPase, Kinase-Glo ATP luminescence, 3 h; inhibition, % at 8 µM; 220,000 tested, 0.42% active; AID 1481; in the data active = inhibition above about 15%;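 note: 0% = DMSO vehicle and 100% = wells lacking enzyme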
eIF4E-4G inh – blocks eIF4E binding to eIF4G; TR-FRET eIF4E-eIF4GI(517-606) binding, 2 h; AID 782; inhibition, % at 21.7 µM; 220,000 tested, 0.37% active; P63073+Q04637;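 active = inhibition above about 30%, limit read from the data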;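 note: 0% = full FRET control wells and 100% = background wells lacking eIF4GI fragment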
S1P4 agonist – agonists of human S1P4 receptor. O95977. S1P4-expressing cell line, agonist reporter assay. 220,000 tested, 0.35% active. activation, % at 4.98 µM; in the data active = activation above about 11%;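 note: 0% = DMSO vehicle and 100% = reference agonist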
PGE2 EP2 inh – blocks the human prostaglandin E2 receptor EP2. C6 glioma cells expressing human EP2, cAMP TR-FRET; cells stimulated with saturating PGE2. inhibition, % at 25 µM. 260,000 tested, 0.52% active;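 active = percent inhibition above 40 after rounding to a whole number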;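 note: rat C6 glioma host cells with rolipram phosphodiesterase inhibitor present; the protocol text gives 20 µM as final concentration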
Target sequence (P43116 whole entry, looked up): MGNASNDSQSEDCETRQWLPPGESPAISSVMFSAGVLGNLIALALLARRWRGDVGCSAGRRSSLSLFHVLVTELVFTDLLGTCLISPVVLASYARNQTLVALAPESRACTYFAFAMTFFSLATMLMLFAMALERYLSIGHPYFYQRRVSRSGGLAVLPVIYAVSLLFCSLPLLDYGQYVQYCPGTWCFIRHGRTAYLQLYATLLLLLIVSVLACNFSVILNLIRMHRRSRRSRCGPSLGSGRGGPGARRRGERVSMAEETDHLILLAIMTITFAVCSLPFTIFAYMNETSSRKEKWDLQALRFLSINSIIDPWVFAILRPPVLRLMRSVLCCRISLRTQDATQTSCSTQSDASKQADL
EP2 mod – modulates human prostaglandin E2 receptor EP2 signaling. P43116. EP2-expressing cells, cAMP HTRF FRET, PGE2 co-stimulation. 260,000 tested, 0.83% active. induction, % at 25 µM;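 active = compounds whose cAMP rise, as percent of the full-agonist control response, exceeds 60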;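 note: rat C6 glioma line stably carrying human EP2 under a CMV promoter; the protocol text gives 20 µM as final concentration; 100% = response of wells given 1 µM PGE2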
NPY Y1 blocker – NPY-Y1 (human) receptor antagonism | P25929 | HEK293-CNG Y1 cells, membrane potential fluorescence; NPY at EC95, then isoproterenol | inhibition, % at 3.6 µM | 200,000 tested, 1% active;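 active = inhibition above the campaign mean inhibition of all tested compounds plus 3 SD, cut at about 20% in these data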;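 note: 0% = DMSO wells given NPY plus isoproterenol and 100% = isoproterenol alone without NPY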
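Material: HEK293 Y1/CNG channel cell line | Also added: NPY (25 nM), isoproterenol (1 µM), Ro 20-1724 (25 µM) | Compound: One concentration, 3.6 µM, in 0.4% DMSO | Schedule: 3 h dye uptake, 1 h room-temperature compound, 45 min post-isoproterenol | Signal: Membrane-potential fluorescent dye readout | Read-out: % inhibition of NPY effect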
An asterisk follows results filed as active; . = no result given; & = joins results of further samples; ! = not active in a repeat; [ ] = another dose, or the depositor's remark.

SMILES	NPY2 pot ag	S1P4 antag	NPY-Y1 PAM-ag	p97 inhibitor	eIF4E-4G inh	S1P4 agonist	PGE2 EP2 inh	EP2 mod	NPY Y1 blocker
Cc1ccc2nc(-c3cccnc3)c(NC3CCCCC3)n2c1	13	-14	-4	5	0	1.6	7	5	-1
CCc1c(C(=O)NNC(=S)NCC(C)C)csc1C	-9	-3	-10	-2	0	0.3	4	18	2
O=C(NCCCCCCNC(=O)N1CCCCCC1)N1CCCCCC1	8	3	-9	0	-2[fluorescence artefact?]	1.8	-4	13	2
O=C(NC12CC3CC(CC(C3)C1)C2)c1ccc(COc2ccc(Cl)cc2[N+](=O)[O-])o1	-13	-5	-7	-5	-4	-1.0	4	17	5
OCCSc1nnc(Nc2ccccc2)s1	-4	-21	5	6	-3	-0.4	10	6	2
COc1ccc(OC)c2[nH]c(=O)c(CCNS(=O)(=O)c3ccc(Cl)cc3)cc12	-5	4	15	-2	5	1.7	.	-3	3
CCOc1ccc(N2CC(C(=O)N3CCc4ccccc4C3)CC2=O)cc1 (stereo unspecified)	-21	0	2	-2	0	0.2	7	9	0
Nc1nncn1C(=O)c1cc(Br)ccc1Cl	-11	13	-6	-4	-2	0.7	5	20	5
Cc1ccc(C(=O)NCC(=O)Nc2ccc(C)c(S(=O)(=O)Nc3ccc(Cl)cc3)c2)s1	-6	-17	-10	4	4	1.6	4	-35	-4
Cc1cc(=O)oc2cc(OC(C)C(=O)O)c(Cl)cc12 (stereo unspecified)	1	-10	9	4	2	-0.8	7	22	-3
CNC(=O)CSc1nnc(-c2cccnc2)n1-c1ccc(C)cc1	-5	-11	22	7	1	1.5	4	6	-3
CS(=O)(=O)NC1CCN(Cc2ccccc2)CC1	11	0	-3	6	-6	-0.1	9	-4	8
O=C(NCCN1C(=O)S/C(=C\c2ccccc2F)C1=O)C1CCN(S(=O)(=O)c2cccs2)CC1	-4	-14	3	6	-3	-0.8	11	-47	20*
C=CC(C)Sc1nc2c(c(=O)n(C)c(=O)n2C)n1Cc1ccccc1Cl (stereo unspecified)	14	-18	-5	5	-4	1.7	14	51	5
COc1ccc(NC(=O)C2CCCN2C(=O)OCc2ccccc2)cc1 (stereo unspecified)	13	1	21	5	2	-0.1	8	14	.
CCOc1cc(/C=N/NC(=O)CN(CCc2ccccc2)S(=O)(=O)c2ccc(NC(C)=O)cc2)ccc1O	-2	-8	-8	1	1[fluorescence artefact?]	0.1	9	-63	-4
Cc1cc(C)c2[nH]c(=O)c(CN(CC3CCCO3)S(=O)(=O)c3ccc4c(c3)OCCO4)cc2c1 (stereo unspecified)	-7	-33	2	-2	2	1.0	0	-49	2
Cc1cccc(C2c3[nH]c4ccccc4c3CCN2Cc2cccn2-c2ncccn2)c1 (stereo unspecified)	-4	-12	-23	14	1	-0.8	4	26	32*
COCCNC(C)C(=O)Nc1ccc(Br)cc1 (stereo unspecified)	20	1	-11	-4	0	0.5	1	7	5
CC(NC(=O)c1cccc(C(F)(F)F)c1)C1CCCO1 (stereo unspecified)	-10	-13	-18	-2	-12	0.1	5	23	6
Cc1onc(-c2c(Cl)cccc2Cl)c1C(=O)n1nnc2ccccc21	-13	-18	45*	-2	-2	0.6	5	24	6
Cc1c(N=C2SCC(=O)N2c2c(C)n(C)n(-c3ccccc3)c2=O)c(=O)n(-c2ccccc2)n1C	-6	-2	-21	-1	-10[fluorescence artefact?]	-0.8	9	12	2
Cc1cc(NS(=O)(=O)c2ccc(NC(=S)NC(=O)c3ccc(F)cc3)cc2)no1	9	-9	10	-1	1[fluorescence artefact?]	-0.4	46*!	-142&-95	2
Cc1cc(C)nc(SCCS(=O)(=O)Cc2ccccc2)n1	3	-19	2	1	4	-1.1	4	0	1
CN(CCC#N)C(=O)COC(=O)c1ccc(Cl)cc1O	-1	-13	-23	0	6	-1.5	6	3	4
COc1cccc(-c2nn(C)c3sc(C(=O)NCc4ccccn4)cc23)c1	4	-20	11	3	3	-0.2	19	-36	-9
O=C(Oc1ccc2c(c1)OCO2)C12CC3CC(CC(C3)C1)C2	2	-6	6	0	2[fluorescence artefact?]	0.8	9	36	-1
O=C(NCCc1ccccc1)c1ncn[nH]1	-24	2	6	-4	-8	-3.4	10	32	-1
COc1cc2ccccc2cc1C(=O)O	-8	1	-13	2	5[fluorescence artefact?]	-3.6	3	3	9
COc1cccc(NC(=O)c2ccc(Cn3cc([N+](=O)[O-])cn3)o2)c1	-3	-7	-7	2	3[fluorescence artefact?]	1.0	7	-8	3
CCCc1cc(=O)oc2c(CN3CCOCC3)c(O)ccc12	-15	8	-7	5	-5	-0.9	8	-5	-4
CCc1ccc(CN(C)C(=O)CCc2nnc(CCc3ccccc3OC)o2)nc1	-21	-13	4	-2	3	0.6	12	15	4
CCN(CC)CCCN(C(=O)c1cccs1)c1nc(-c2ccc(OC)cc2)cs1	13	-9	-41	0	-3	0.1	5	7	13
Cc1cc(C=O)c(C)n1-c1ccc(N2CCOCC2)c([N+](=O)[O-])c1	5	-10	3	5	-3	-0.1	6	-10	15
COc1cccc(NC(=O)CCN2CCN(c3ccccc3F)CC2)c1	-8	-2	-5	-9	-1[fluorescence artefact?]	0.1	9	-27	4
O=C(CCCCCn1c(=S)[nH]c2ccccc2c1=O)NCc1ccc2c(c1)OCO2	-5	-10	-13	-2	-16	0.5	5	-32	4
COc1ccc(Nc2nc(NCc3ccco3)nc(N/N=C/c3ccccc3F)n2)cc1	-15	-2	9	2	16	-0.4	2	-3	-4
CSc1ccccc1NC(=O)Nc1cccc(Cl)c1	-5	6	-3	-1	2	-2.8	8	-34	7
O=c1[nH]ncc(N/N=C\c2ccc(O)cc2O)c1Cl	-9	-9	-6	-4	-5	0.0	9	-18	3
Cc1nc2c(C#N)cnn2c2c1CCN2CC1CCCO1 (stereo unspecified)	2	5	-6	-1	6	-0.8	18	7	-1
CCOC(=O)CSc1nnc(-c2cccc(Cl)c2)n1CC	-2	-1	-9	-3	0	2.3	10	27	3
COc1cccc2c(Cl)c(CC=C(Cl)Cl)c(C)nc12	1	-2	-1	3	4	0.6	11	47	0
C1CN=C(NC23CC4CC(CC(C4)C2)C3)C1	-12	-46	-12	4	4	1.1	8	27	-6
Cc1cc(NS(=O)(=O)c2ccc(NC(=O)CCN3C(=O)c4ccccc4C3=O)cc2)no1	4	-14	10	1	-3[fluorescence artefact?]	0.6	8	5	4
CCN(CC)C(=O)CSc1nc(-c2cccs2)cc(-c2cccs2)c1C#N	5	5	-35	2	-5	1.1	9	34	5
N#CC1=C(C2CC2)CC(c2ccccc2)C(C#N)=C1N (stereo unspecified)	16	-16	0	3	.	0.6	9	-14	5
Cc1nc(NC(=O)c2ccccc2)sc1Cc1ccc2c(c1)OCO2	0	-8	-23	2	-1[fluorescence artefact?]	0.3	16	-44	5
OC1CN=C2CCCc3c2n(c2ccc(Cl)cc32)C1 (stereo unspecified)	7	-2	8	0	-10	-0.7	21	-37	5
COc1ccc(CCNC(=O)c2c(-c3ccccc3Cl)noc2C)cc1	-23	-3	13	-2	-7	1.6	14	-15	0
O=C(COC(=O)/C=C/c1ccccc1)Nc1cccc(Oc2ccccc2)c1	3	-32	8	5	1[fluorescence artefact?]	-0.4	8	-12	-3
COCCN(CC(=O)NCc1ccc(F)cc1)C(=O)CCC(=O)Nc1ccccn1	-3	-4	18	0	-3[fluorescence artefact?]	2.0	13	-17	4
CNC(=S)N/N=C(\C)c1ccc(Cl)s1	-12	-2	-34	2	-5	0.7	6	-5	0
CCOC(=O)CSc1nnc(-c2cccnc2)o1	5	-17	-25	1	6	-2.4	9&12	13&14	4
Cc1ccc(-n2ncc3c(=O)[nH]c(SCC(=O)N4CCOCC4)nc32)cc1	16	-4	-9	4	-4[fluorescence artefact?]	1.4	.	18	3
COc1ccc(N(CC(=O)Nc2ccc3c(c2)OCCO3)S(=O)(=O)c2cccnc2)cc1	-3	-2	1	-2	-3	-0.5	3	5	-3
COc1cccc(-c2nc(C=O)cs2)c1	13	-10	3	3	1	0.7	3	-19	0
Cc1c(Cc2ccc3c(c2)OCO3)sc(NC(=O)c2ccc3ccccc3c2)c1C(N)=O	5	-6	3	2	3	2.2	15	-23	2
CCCOc1ccc(N2C(=O)CC(N(CCOC34CC5CC(CC(C5)C3)C4)C(C)=O)C2=O)cc1 (stereo unspecified)	-1	-1	17	0	0	2.7	2	-13	-4
Clc1ccc(-c2nc3ccncc3[nH]2)cc1	-9	-21	4	-26	-1	1.2	7	13	5
O=C(Nc1nnc(Cc2ccc([N+](=O)[O-])cc2)s1)Nc1ccccc1F	-16	-12	3	8	-2	-0.5	5	-50	-3

Entries of single compounds, quoted from the list:
Results for `COc1ccc(N(CC(=O)Nc2ccc3c(c2)OCCO3)S(=O)(=O)c2cccnc2)cc1` → NPY2 pot ag = -3; S1P4 antag = -2; NPY-Y1 PAM-ag = 1; p97 inhibitor = -2; eIF4E-4G inh = -3; S1P4 agonist = -0.5; PGE2 EP2 inh = 3; EP2 mod = 5; NPY Y1 blocker = -3
Results for `Clc1ccc(-c2nc3ccncc3[nH]2)cc1` → NPY2 pot ag = -9; S1P4 antag = -21; NPY-Y1 PAM-ag = 4; p97 inhibitor = -26; eIF4E-4G inh = -1; S1P4 agonist = 1.2; PGE2 EP2 inh = 7; EP2 mod = 13; NPY Y1 blocker = 5

Additional results follow.
SMILES	NPY2 pot ag	S1P4 antag	NPY-Y1 PAM-ag	p97 inhibitor	eIF4E-4G inh	S1P4 agonist	PGE2 EP2 inh	EP2 mod	NPY Y1 blocker
CCOc1ccccc1Oc1c(C)oc2cc(OC(=O)N3CCOCC3)ccc2c1=O	10	-20	-1	0	0[fluorescence artefact?]	1.5	11	8	1
Cc1cccc(-n2cc(C#N)c(=O)[nH]c2=O)n1	4	-16	-18	-1	5	1.9	6	20	0
Cc1cc(C)nc(NC(=O)CCC2CCCC2)c1	-25	-3	-51	-4	-3	-0.3	9	6	12
O=C(CSc1nnc(-c2cccnc2)n1Cc1ccccc1)NCc1ccccc1	-5	-12	-13	5	10	0.8	18	-2	-2
Cc1ccc(CN2CCN(Cc3cccn3-c3ccccn3)CC2CCO)o1 (stereo unspecified)	-11	2	-23	5	-3	-0.6	4	-11	9
FC(F)(F)c1cccc(N2CCc3cn[nH]c32)c1	6	4	-32	-2	4	-0.2	7	-17	-4
CCc1cc2c(=O)c(-c3nc(C)cs3)c(CCCC(=O)O)oc2cc1O	-10	-11	-11	0	-2	0.1	5	15	7
CCOc1ccc(C(=O)/C=C/Nc2ccc(S(=O)(=O)Nc3onc(C)c3C)cc2)cc1	12	-6	9	2	-1	0.1	11	9	-3
COC(=O)N/N=C/c1cc(Cl)cc(Cl)c1OCc1ccc(F)cc1	-9	-25	-21	3	3[fluorescence artefact?]	-1.4	7	4	4
COc1ccc(N2CC(O)(c3ccc(OC(F)F)cc3)[N+]3=C2CCCC3)cc1 (stereo unspecified)	8	-2	-5	-2	0	1.8	5	14	1
COCc1n[nH]c(=S)n1-c1cccc2ccccc12	-18	-9	-4	-1	-6	-0.1	4	-5	-2
C=CCn1c(=O)/c(=C/c2ccc(Cl)cc2)s/c1=C(/C#N)c1nnc2n1CCCCC2	-3	-8	0	-4	7[fluorescence artefact?]	1.7	10	-15	1
Cc1ccccc1OCC(=O)Nc1cc(S(=O)(=O)N2CCCCC2)ccc1N1CCN(C)CC1	7	-1	3	5	-2	-0.7	5	-7	2

Only part of the results is shown; rates above refer to the full screens.
